Compound activity from PubChem BioAssay.
14-3-3g Raf = modulators of 14-3-3 gamma protein binding, primary screen, biochemical, fluorescence polarization; inhibition, % at 40 µM; 0.19% of 160,000 active; AID 422, 2006; FP, 14-3-3gamma / TMR-pS259-Raf peptide binding; in the data active = inhibition above about 30%;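 also: 0% = protein plus tracer without compound and 100% = blank with tracer alone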
Target sequence (P61981 whole entry, looked up): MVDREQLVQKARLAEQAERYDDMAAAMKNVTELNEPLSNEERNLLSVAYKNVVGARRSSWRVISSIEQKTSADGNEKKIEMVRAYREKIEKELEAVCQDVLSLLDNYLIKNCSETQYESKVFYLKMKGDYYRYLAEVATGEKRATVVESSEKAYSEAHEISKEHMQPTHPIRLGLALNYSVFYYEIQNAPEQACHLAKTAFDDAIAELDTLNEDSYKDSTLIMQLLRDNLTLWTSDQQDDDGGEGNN
An asterisk follows results filed as active; & = joins results of further samples.

#	14-3-3g Raf	structure
1	5	CCC(=O)N1CCCc2cc(S(=O)(=O)N3CCN(C4CCCCC4)CC3)ccc21
2	-2	COc1cc2c(=O)n(Cc3ccccc3Cl)c(=O)n(CC(=O)N3CCCc4ccccc43)c2cc1OC
3	3	Cc1cccc(NC(=O)N2CCC(NC(=O)c3ccccc3C)CC2)c1
4	-8	O=C(NCCN1CCOCC1)c1cc2cc([N+](=O)[O-])ccc2oc1=O
5	2	Nc1ccccc1Nc1c([N+](=O)[O-])c(=O)oc2ccccc12
6	-4	COc1ccc(C2C3=C(CC(C)(C)CC3=O)Nc3ncnn32)c(OC)c1OC (configuration not stated)
7	-12	CN(C)S(=O)(=O)c1cccc(C(=O)OCC(=O)Nc2sccc2C(N)=O)c1
8	-5	COc1cccc(CN(C)C(=O)c2ccc(S(=O)(=O)N3CCCC3)cc2)c1OC
9	-6	c1ccc(-c2ncnc3nc4n(c23)CCC4)cc1
10	3	Oc1cc(Cc2ccccc2)cnc1CN1CCCCC1
11	1	O=C1C2ON(c3ccc(Cl)cc3)C(c3cccs3)C2C(=O)N1c1cccc(C(F)(F)F)c1 (configuration not stated)
12	-4	COCCN1C(=O)c2ccccc2C(C(=O)Nc2ccccn2)C1c1cn(C)c2ccccc12 (configuration not stated)
13	-4	O=C(Nc1ccc(Br)cc1)c1cc(S(=O)(=O)N2CCc3ccccc32)ccc1F
14	-10	Cc1ccc2c(CC(=O)N3CCN(S(=O)(=O)c4ccc5c(c4)OCCO5)CC3)coc2c1
15	4	Oc1ccc(-c2[nH]c(-c3cccc(Cl)c3)nc2-c2ccccc2)cc1
16	0	Cc1[nH]c2ccccc2c1C(c1cccs1)N1CCN(C)CC1 (configuration not stated)
17	0	Cc1cc(=S)[nH]c2ccccc12
18	-21	COc1ccc(NC(=O)c2c(OC)cccc2OC)c(OC)c1
19	-3	CC1=C(C(=O)OCCc2ccccc2)C(c2cc3c(cc2Br)OCO3)NC(=O)N1C (configuration not stated)
20	-1	CCN(CC)C(=O)CSc1nc2ccccc2n1S(=O)(=O)c1cccc([N+](=O)[O-])c1

Shown as a markdown table: entries from further up
| No. | SMILES | 14-3-3g Raf |
| --- | --- | --- |
| 10 | Oc1cc(Cc2ccccc2)cnc1CN1CCCCC1 | 3 |
| 5 | Nc1ccccc1Nc1c([N+](=O)[O-])c(=O)oc2ccccc12 | 2 |
| 9 | c1ccc(-c2ncnc3nc4n(c23)CCC4)cc1 | -6 |
| 3 | Cc1cccc(NC(=O)N2CCC(NC(=O)c3ccccc3C)CC2)c1 | 3 |

Additional structures:
#	14-3-3g Raf	structure
21	2	Cc1cc(C)c(C#N)c(Nc2ccc(F)cc2)n1
22	-20	COc1ccccc1NC(=O)c1ccc([N+](=O)[O-])o1
23	3	O=C1C2C3C=CC(C3)C2C(=O)N1Cc1ccoc1 (configuration not stated)
24	-1	Clc1ccc2nc(-c3ccco3)c(Nc3ccc4c(c3)OCCO4)n2c1
25	-13	C=C(C)Cn1c(SC)nc2c(c1=O)C1(CCCC1)Cc1ccccc1-2
26	6	CCCS(=O)(=O)N1CCCC(C(=O)NCCc2ccc(C)cc2)C1 (configuration not stated)
27	-5	Cc1cc(C)c2nc(N3CCCN(C(=O)c4cnccn4)CC3)c(C#N)cc2c1
28	7	CCN(CC)c1ccc2cc(C(=O)Nc3ccccn3)c(=O)oc2c1
29	-5	CCc1ccc(CNC(=O)c2cc3cc4ccc(C)cc4nc3o2)cc1
30	-1	CCc1nc(SCc2cccnc2)c(C#N)cc1C
31	1	O=C(Nc1ccccc1C(F)(F)F)c1cc(S(=O)(=O)N2CCCCC2)ccc1F
32	-3	CCOC(=O)N1CCN(C(=O)COc2ccc3c(c2)C(=O)CC2(CCN(C(C)=O)CC2)O3)CC1
33	-1	O=C(Nc1ccc(Cl)cc1C(=O)NCC1CCCO1)c1ccco1 (configuration not stated)
34	8	CCOC(=O)CSc1nnnn1-c1cc(OC)ccc1OC
35	-6	Nc1ccccc1-c1nc2cc3ccccc3cc2[nH]c1=O
36	-12	Cc1ccc2c(c1)c1ncnc(N3CCOCC3)c1n2C
37	2	Cc1c(NC(=O)Nc2ccccc2)c(=O)n(-c2ccccc2)n1C
38	-4	Cc1cccc(OCC(=O)Nc2ccc(S(=O)(=O)Nc3c(C)cc(C)cc3C)cc2)c1
39	10&6	CCn1c(=O)c(C2=NS(=O)(=O)c3ccccc3N2)c(O)c2ccccc21
40	-21	CCOc1ccc(-c2nc(Nc3ccccc3C)sc2CC(=O)O)cc1
41	-2	CCOc1ccc(NC(=O)CNS(=O)(=O)c2ccc(Br)s2)cc1
42	4	O=c1c(F)cn(C2CCCO2)c(=O)n1Cc1c(F)cccc1Cl (configuration not stated)
43	-1	Cc1nc2cc(Cl)c(Cl)cc2nc1C
44	-4&3	O=C(Oc1cccc(Br)c1)c1cccnc1
45	-4	CC1CCCC2(C1)NC(=S)N(c1ccccc1)N2 (configuration not stated)
46	-3	O=C1C2C3C=CC(C3=C(c3ccccc3)c3ccccc3)C2C(=O)N1c1ccccc1Cl (configuration not stated)
47	3	Cc1ccc(N(CC(=O)NC(c2ccccc2)c2ccccc2)S(=O)(=O)N2CCCC2)cc1
48	-12	Cc1ccc([N+](=O)[O-])cc1NC(=O)C12CC3CC(CC(C3)C1)C2
49	-3	N#Cc1ccc(NC(=O)c2ccccc2C(=O)O)cc1
50	1	COc1ccc(C(=O)Nc2cc(C(=O)Nc3ccccc3F)ccc2N2CC3CC(C2)c2cccc(=O)n2C3)cc1 (configuration not stated)

Single entries from the list.
N#Cc1ccc(NC(=O)c2ccccc2C(=O)O)cc1 | 14-3-3g Raf = -3
O=c1c(F)cn(C2CCCO2)c(=O)n1Cc1c(F)cccc1Cl (configuration not stated) | 14-3-3g Raf = 4
Cc1ccc([N+](=O)[O-])cc1NC(=O)C12CC3CC(CC(C3)C1)C2 | 14-3-3g Raf = -12

(cont.)
#	14-3-3g Raf	structure
51	9	CCOC(=O)c1ccc(N2C(=O)c3ccc(C(=O)OCC(=O)c4ccccc4)cc3C2=O)cc1
52	2	CCC(=O)c1ccc2cc(OC)ccc2c1
53	-2	COC(=O)c1ccc(Oc2nc(NC(C)(C)C)nc(N(C)C)n2)cc1
54	5	COc1cc2c(cc1OC)C1C(C(=O)N3CCCCCC3)c3ccccc3C(=O)N1CC2 (configuration not stated)
55	3&-9	O=C(c1ccco1)N1CCN=C1SCc1ccccc1F
56	-3	Cc1ccc2cccc(Oc3ncnc(N)c3[N+](=O)[O-])c2n1
57	9	Cc1ccc(-c2cc(C(F)(F)F)n3ncc(C(=O)Nc4cccc(C(F)(F)F)c4)c3n2)cc1
58	-9	Cc1cccc(-n2ccnc2SCC(=O)Nc2nccs2)c1
59	-6	COc1ccc(-c2nnc(Nc3cccc(O)c3)c3ccccc23)cc1
60	12	COc1ccc(-c2noc(CCC(=O)NC3CCN(Cc4ccccc4)CC3)n2)cc1

Screen by screen, as entered above:
14-3-3g Raf, entries 29–33 → -5, -1, 1, -3, -1

(list continues)
#	14-3-3g Raf	structure
61	2	O=C(CC1(O)C(=O)Nc2ccccc21)c1ccccc1 (configuration not stated)
62	4	O=C(O)CSc1nnc(-c2ccccc2O)n1Cc1ccccc1
63	2	Cc1nc2c(n1-c1ccc3ccccc3c1)C(=O)c1ccccc1C2=O
64	-3	Cn1c(C(O)(c2ccccc2)c2nc3ccccc3n2C)nc2ccccc21
65	18	COc1ccc(N2C(=O)CSC2c2ccccc2C(F)(F)F)cc1 (configuration not stated)
66	-8	N#Cc1c(Cl)cccc1N1CCCC1
67	2	CN1CCN(C(=O)c2ccc(Cl)c([N+](=O)[O-])c2)CC1
68	2	O=C(Nc1ccccc1-c1ccccc1)c1cnccn1
69	-4	CCn1c(CN2CCOCC2)nc2c1c(=O)n(C)c(=O)n2C
70	-2	CC(C)(C)c1ccc(C2NC(=O)NC(O)(C(F)(F)F)C2C(=O)c2cccs2)cc1 (configuration not stated)
71	-6&-8	COC(=O)c1ccc2nc(NC(=O)CN3C(=O)CCC3=O)sc2c1
72	-6	CCOc1cc2c(cc1OCC)C1C(C(=O)NC(C)CC)c3ccccc3C(=O)N1CC2 (configuration not stated)
73	3	O=C(CSc1nc2ccccc2s1)NC(=O)NCc1ccco1
74	-10	O=C(COc1cccc2ccccc12)N1CCN(c2ccccn2)CC1
75	0	CCCCN(C)C(=O)c1sc2ncnc(N3CCN(c4ccccc4F)CC3)c2c1C
76	-15	Cc1ccc(C(=O)N2CCC(C)CC2)cc1
77	2	CC1CN(C(=O)c2cc3c(=O)n4ccccc4nc3s2)CC(C)O1 (configuration not stated)
78	0	Cc1oc(C(C)(C)C)cc1C(=O)NCC(=O)NCC(=O)O
79	-2	Cc1onc(-c2ccccc2Cl)c1C(=O)N1CCCc2ccccc21
80	1	Cc1nc2c(C(=O)NC(C)CCc3ccccc3)cnn2c(C)c1Cc1ccccc1 (configuration not stated)
81	-5	CC(C)CCn1c(CN2CC(C)CC(C)C2)nc2c1c(=O)n(C)c(=O)n2C (configuration not stated)
82	1	COc1ccc2nc(N=C(NC(=O)c3ccccc3)NC(=O)c3ccccc3)nc(C)c2c1
83	-6	O=c1oc(-c2ccc(Br)cc2)nc2ccc(Br)cc12
84	1	CN1C(=O)c2cccc3c([N+](=O)[O-])ccc(c23)C1=O
85	-11	CCC(=O)N1CCc2cc(S(=O)(=O)NC(C(=O)N3CCN(c4ccc(F)cc4)CC3)C(C)C)ccc21 (configuration not stated)
86	3	Cc1ccc(S(=O)(=O)N2CCN(C(=O)N3CCOCC3)C2C)cc1 (configuration not stated)
87	-21	CCC1CCCCN1CCNS(=O)(=O)c1cccc2cccnc12 (configuration not stated)
88	6	CCOC(=O)c1cnc2cc(C)nn2c1-c1ccccc1
89	3	COc1ccc(CCNC(=O)CCn2c(=S)oc3ccccc32)cc1OC
90	-9	CC(=O)C1=C(O)C(=O)OC1c1cccc(F)c1 (configuration not stated)
91	3	CC(C)N(CCc1ccncc1)C(=O)Nc1ccc(F)cc1
92	-5	Fc1ccc(CSc2nncn2NCc2ccc3c(c2)OCO3)cc1
93	0	CCN(CC)CCCN(Cc1cc2cc3c(cc2[nH]c1=O)OCO3)C(=O)Nc1ccccc1OC
94	-3	C=CCOc1ccc(C2/C(=C(\O)c3ccc(OC)cc3)C(=O)C(=O)N2c2nnc(C)s2)cc1 (configuration not stated)
95	-9	COc1cccc(NC(=O)CSc2nnnn2C(C)C)c1
96	-5	CCCS(=O)(=O)N1CCCC(C(=O)NCc2ccc(C)cc2)C1 (configuration not stated)
97	4	CC1(C(=O)O)CC(=O)N2C=CC=CC2=N1 (configuration not stated)
98	-4	COc1ccccc1C1C2C(=O)N(c3ccccc3)C(=O)C2ON1c1ccccc1 (configuration not stated)
99	0	CC(C)(C)NCCCCOc1ccc(F)cc1
100	1	COC(=O)CNc1nc(-c2ccc(C)cc2)nc2ccccc12
101	-12	CC(Oc1ccccc1)C(=O)Nc1c2c(nn1C(C)(C)C)CSC2 (configuration not stated)
102	0	CCN(CC)c1ccc(C=Nc2c(C)n(C)n(-c3ccccc3)c2=O)cc1[N+](=O)[O-]
103	4	COc1cc(C2C(C(C)=O)=C(O)C(=O)N2CCc2c[nH]c3ccccc23)ccc1O (configuration not stated)
104	-6	CC1(C)CC(=O)C2=C(C1)Nc1ccccc1N(C(=O)Cc1ccc(Cl)cc1)C2c1cccs1 (configuration not stated)
105	-3	Cc1cc(C)n(/N=C/c2c[nH]c3ccccc23)c(=O)c1
106	-6	Cc1noc(C)c1S(=O)(=O)Nc1ccc(C(=O)NC2CCCCC2C)cc1 (configuration not stated)
107	-10	COc1ccc(OC)c(NC(=O)Cn2cc(C#N)c3ccccc32)c1
108	-7	Cc1oc2ccc(OC(=O)N3CCOCC3)cc2c1C(=O)OC(C)C
109	-1	N#Cc1c(NC(=O)CCn2cnc3ccccc3c2=O)oc(-c2ccccc2)c1-c1ccccc1
110	-10	O=C(O)c1ccc(Cn2c(SCC(=O)c3ccc(F)cc3)nc3ccsc3c2=O)cc1

Pulled by structure from the entries so far:
#	14-3-3g Raf	structure
101	-12	CC(Oc1ccccc1)C(=O)Nc1c2c(nn1C(C)(C)C)CSC2 (configuration not stated)
107	-10	COc1ccc(OC)c(NC(=O)Cn2cc(C#N)c3ccccc32)c1
108	-7	Cc1oc2ccc(OC(=O)N3CCOCC3)cc2c1C(=O)OC(C)C
104	-6	CC1(C)CC(=O)C2=C(C1)Nc1ccccc1N(C(=O)Cc1ccc(Cl)cc1)C2c1cccs1 (configuration not stated)

Continuation.
#	14-3-3g Raf	structure
111	1	O=C(NCc1ccco1)c1cnc2n(c1=O)CCS2
112	3	COC(=O)CC1C(=O)NCCN1C(=O)CSc1nnc(Nc2ccc(OC)cc2)s1 (configuration not stated)
113	-4	Cc1cc(N2CCN(C)CC2)nc2ccc(NC(=O)CCC(=O)N3CCCC3)cc12
114	-7	COc1ccc(S(=O)(=O)N2CCCN(CC(=O)Nc3ccc(NC(C)=O)cc3)CC2)cc1
115	-3	COc1ccc(N(C)C(=O)Cn2c(=O)oc3cc(Cl)ccc32)c(OC)c1
116	-13	CC1(C)Cc2c(c(N3CCOCC3)nc3sc4c(NCc5ccco5)nnnc4c23)CS1
117	-3	CCC(C)C(NS(=O)(=O)c1ccccc1)C(=O)O (configuration not stated)
118	-6	COc1ccc(OCC(=O)Nc2ncc(Cc3ccc(F)cc3)s2)cc1
119	-5	COc1ccc(C2C(C(=O)N3CCOCC3)c3ccccc3C(=O)N2C2CCCCC2)cc1 (configuration not stated)
120	-8	COc1ccc(OC)c(C2C(C(=O)Nc3ccccn3)=C(C)NC3=C2C(=O)CC(C)(C)C3)c1 (configuration not stated)
121	-8	Cn1c(=O)c2c(-c3ccccc3)n3c4ccccc4ncc3c2n(C)c1=O
122	13	O=c1oc2c(-c3cc(C(F)(F)F)ccc3Cl)cc(O)cc2s1
123	-3	CCC1SC2=NC(C)=C(C(=O)OC)C(c3ccc(C)cc3)N2C1=O (configuration not stated)
124	-8	CCOc1cc2[nH]c(=O)n(Cc3ccc(C(=O)N4CCN(c5ccccc5)CC4)cc3)c(=O)c2cc1OCC
125	-8	CC1CCCC(NC(=O)c2cc(=O)[nH]c3ccc(S(=O)(=O)N4CCCCCC4)cc23)C1C (configuration not stated)
126	-14	O=C1c2ccccc2C(=O)c2c1ccc(C(=O)O)c2[N+](=O)[O-]

Some of the compounds tested; rates above refer to the full screens.
